# HTT aggregate = mutant huntingtin aggregation inhibition. PC12 HttQ103-GFP aggregates, Acumen cytometry, 40 h. Potency, µM (highest dose often 46.1 µM), for inactives: top-dose activity change, negative = inhibition, actives largely listed as inhibitors. 1.1% of 220,000 active; further: potency means the concentration at half of the fitted maximal effect; on the % scale 0 is the no-effect control and ±100 the full control effect; nearly all actives have a fitted effect of over 60% in size
#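 Ecdysone-promoter PC12 model expressing HTT exon 1 Q103 fused to GFP, induced by tebufenozide at 100 nM final. Compounds titrated; aggregates sized 1–25 µm scored on a 488 nm laser cytometer.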
# CBFb RUNX1 block = blocks binding between human CBF-beta and RUNX1; 230,000 tested, under 10 active; Q01196+Q13951; AlphaScreen CBFb-His/RUNX1-biotin binding, biochemical; Potency, µM (titrated, usually from 59.8 µM), for inactives: at the top dose activity, negative = inhibition, most hits filed as inhibitors; further: % of control where 0% means no effect
# Target sequence (Q01196 whole entry, looked up): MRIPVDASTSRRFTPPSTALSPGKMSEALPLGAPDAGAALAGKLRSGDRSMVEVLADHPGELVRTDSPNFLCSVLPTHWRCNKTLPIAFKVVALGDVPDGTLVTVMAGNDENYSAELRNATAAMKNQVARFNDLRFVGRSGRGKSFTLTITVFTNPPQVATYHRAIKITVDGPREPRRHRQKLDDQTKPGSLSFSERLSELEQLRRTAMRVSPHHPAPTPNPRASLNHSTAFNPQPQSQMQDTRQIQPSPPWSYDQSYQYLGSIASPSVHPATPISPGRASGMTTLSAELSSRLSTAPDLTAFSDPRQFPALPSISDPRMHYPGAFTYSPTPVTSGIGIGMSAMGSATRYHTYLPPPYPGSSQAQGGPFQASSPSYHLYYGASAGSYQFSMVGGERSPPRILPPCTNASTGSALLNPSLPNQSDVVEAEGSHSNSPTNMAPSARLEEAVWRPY
# Target sequence (Q13951 whole entry, looked up): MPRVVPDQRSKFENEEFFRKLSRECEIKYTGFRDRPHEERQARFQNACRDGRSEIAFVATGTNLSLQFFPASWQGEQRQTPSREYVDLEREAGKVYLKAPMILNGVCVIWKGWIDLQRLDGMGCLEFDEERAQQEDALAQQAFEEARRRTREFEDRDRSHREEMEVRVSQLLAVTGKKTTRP
#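 Room-temperature protein-protein interaction test with 30 nM each of His-tagged CBF-beta and biotinylated RUNX1, 15 min with compound, then 90 min with nickel plus streptavidin beads. Signal read in AlphaScreen mode.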
# KinaseGlo FLuc = counter-screen: inhibitors of Kinase-Glo firefly luciferase. 0.28% of 200,000 active. Potency, µM (series often up to 38.3 µM), for inactives: at the highest dose activity change, negative = inhibition, actives largely listed as inhibitors. Q27757. Kinase-Glo luciferase, ATP luminescence, 8 min. AID 1379; further: potency means the concentration at half of the fitted maximal effect; on the % scale 0 is the no-effect control and ±100 the full control effect; nearly all actives have a fitted effect of over 60% in size
#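 Compounds were added to a substrate mix at pH 7.2 (50 mM imidazole, 10 uM ATP, within the enzyme's linear range), followed by Kinase-Glo detection reagent; luminescence was measured after 8 minutes at ambient temperature.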
# NPSR antag = antagonists of human neuropeptide S receptor cAMP signaling | CHO-NPSR cells, cAMP TR-FRET, antagonist mode | Potency, µM (titrated, usually from 38.3 µM), for the others: at the highest dose activity change, negative = inhibition, hits mostly inhibitors | 1% of 220,000 active; further: potency means the concentration at half of the fitted maximal effect; on the % scale 0 is the no-effect control and ±100 the full control effect; nearly all actives have a fitted effect of over 50% in size; many of its hits are not listed in these tables
# Target sequence (Q6W5P4 whole entry, looked up): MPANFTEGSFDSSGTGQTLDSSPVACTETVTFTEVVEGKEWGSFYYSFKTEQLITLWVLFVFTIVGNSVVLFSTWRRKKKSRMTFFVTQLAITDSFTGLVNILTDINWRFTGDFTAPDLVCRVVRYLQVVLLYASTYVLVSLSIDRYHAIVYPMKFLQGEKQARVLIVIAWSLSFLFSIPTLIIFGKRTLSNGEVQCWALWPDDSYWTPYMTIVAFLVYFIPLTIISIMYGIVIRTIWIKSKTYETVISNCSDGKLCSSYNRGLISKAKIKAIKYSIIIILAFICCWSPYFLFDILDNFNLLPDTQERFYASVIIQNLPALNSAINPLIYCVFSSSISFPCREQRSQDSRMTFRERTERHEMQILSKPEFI
# IMPase Li inh = cell-permeable IMPase inhibitors with lithium potentiation; Potency, µM (titrated, usually from 59.4 µM), inactives show at the highest dose activity, negative = IMPase inhibition, usual class: inhibitors; CHO-M1 cells, IP1 TR-FRET (IP-One), carbachol + lithium; AID 1457; 0.35% of 210,000 active;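 further: IP1 builds up when IMPase is blocked and the TR-FRET signal falls; potency means the concentration at half of the fitted maximal effect; plate controls were basal vehicle for no effect and high inhibitor control for full effect; nearly all actives have a fitted effect of over 50% in size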
#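 CHO-M1, 2000 cells/well, 16–30 h culture; cpd + low Li+, 30 min 37C; lysis with d2-IP1/Eu-anti-IP1 Ab, 10 min RT; TR-FRET 665/620 ratio and 620 channel; AC50 via Hill.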
# Lamin A splicing = modulators of lamin A splicing; HeLa LMNA splicing GFP/RFP minigene ratio, 48 h; Potency, µM (titrated, usually from 46.1 µM), without a hit: at the top dose ratio change, negative = inhibition, actives largely listed as inhibitors; 0.01% of 200,000 active; AID 1487; active means well fitted inhibition curve with a large enough effect in the signal ratio, with a control signal flat, not every such curve was filed as active; inconclusive means small, poorly fitted or top-dose-only effect, or effect the other way, or a change in a side signal; the % refers to the signal ratio; further: potency means the concentration at half of the fitted maximal effect; on the % scale 0 is the no-effect control and ±100 the full control effect
#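 S3 HeLa cells stably expressing lamin A-EGFP splicing minigene plus DsRed2, 600 cells/well, 48 h compound exposure at 37C. Laser-scanning cytometry; analysed as GFP (500-530 nm)/RFP (575-640 nm) total intensity ratio; 0.5% DMSO vehicle.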
# Epigenetic derep = epigenetic control regulation, reporter derepression; murine LDR cells, GFP reporter derepression, 30 h; Potency, µM (series often up to 53.9 µM), for inactives: top-dose GFP activation, most hits filed as activators; 0.2% of 280,000 active; AID 1865; further: potency means the concentration at half of the fitted maximal effect; % of control where 0% means no effect; nearly all actives have a fitted effect of over 60% in size
#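 Readout is the number of GFP-expressing murine LDR cells, counted by cytometry following washing. Cells were treated with compound for 30 h at 37 C; the stably integrated CMV-GFP locus is normally silent.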
# * hit, by the source's call; ? = inconclusive; · = no result given; & = joins results of further samples; [ ] = dose if it differs, or a comment. Unless noted, the call rests on the fitted dose curve; in most records, active means well fitted curve in the direction sought with a large enough effect; inconclusive means small, poorly fitted or top-dose-only effect, or another doubt; inactive means no such curve, though single readings can be large; an effect the other way counts as inactive or inconclusive.
# A first look:
SMILES,HTT aggregate,CBFb RUNX1 block,KinaseGlo FLuc,NPSR antag,IMPase Li inh,Lamin A splicing,Epigenetic derep
O=C(NN1C(=O)C2C3C=CC(C3)C2C1=O)c1ccccc1 (stereo not drawn),3%[9.22 µM],3%,1%,21%,-1%,11%[46 µM],0.9%
CCC1=NN2C(=N)/C(=C/c3cc(C)n(-c4ccccc4)c3C)C(=O)N=C2S1,-19%[9.22 µM],2%,·,19%,·,·,0.1%

# Results, repeating the preview:
SMILES,HTT aggregate,CBFb RUNX1 block,KinaseGlo FLuc,NPSR antag,IMPase Li inh,Lamin A splicing,Epigenetic derep
O=C(NN1C(=O)C2C3C=CC(C3)C2C1=O)c1ccccc1 (stereo not drawn),3%[9.22 µM],3%,1%,21%,-1%,11%[46 µM],0.9%
CCC1=NN2C(=N)/C(=C/c3cc(C)n(-c4ccccc4)c3C)C(=O)N=C2S1,-19%[9.22 µM],2%,·,19%,·,·,0.1%
COc1ccc(/C=C/C(=O)OCC(=O)c2ccc3c(c2)NC(=O)CO3)cc1,2%[9.22 µM],6%,·,-8%,·,·,0.0%
CCc1cccc(CC)c1NC(=O)c1cc(CN2C(=O)c3ccccc3C2=O)ccc1OC,11%,8%,-1%,-26%,12%,-9%,0.0%
COc1ccc2c(CSc3nc4nc(C)cc(C)n4n3)cc(=O)oc2c1,29%,-20%,-5%,?,21%[38.3 µM],-5%,-0.7%
CCC(C)[C@H](Nc1nc(-c2ccccc2)nc2c1oc1ccccc12)C(=O)O (stereo partly drawn),6%,0%,5%,-4%[46.1 µM],-3%[38.3 µM],1%[0.0737 µM],-0.1%
CCOC(=O)c1ccc(Cl)c(NC(=O)c2ccc(-c3ccccc3)cc2)c1,13%,1%,-2%,27%[46.1 µM],-11%[38.3 µM],20%,0.0%
CCn1c(CNC(=O)c2cccs2)nnc1SCC(=O)NCCc1ccccc1,-2%,27%,-3%,-4%[46.1 µM],11%,-11%,0.0%
CCN(CC)CCOC(=O)c1ccc(N/C=C(/C#N)c2nc(-c3cccc(OC)c3)cs2)cc1,22%[9.22 µM],4%,·,4%,·,·,6.0%
COc1ccccc1NS(=O)(=O)c1ccc(OC)c(OC)c1,-6%,9%,-2%,-8%[46.1 µM],22%[38.3 µM],-11%,-7.9%
c1ccc2nc(-c3nc4ccccc4[nH]3)ccc2c1,4%,3%,8.9µM*,-12%[46.1 µM],-6%[38.3 µM],7%,0.0%
CCCNC(=O)NC(=O)COC(=O)c1ccc(OC)c(S(=O)(=O)N2CCCc3ccccc32)c1,7%,-14%,-4%,?,2%[38.3 µM],-3%,0.4%
CCOc1ccccc1N(C(=O)c1snc(C(N)=O)c1N)C(C(=O)NC1CCCC1)c1ccco1 (stereo not drawn),-6%,5%,-1%,?,7%[38.3 µM],4%,-1.0%
CCOC(=O)c1ccc(NC(=O)Cn2cnc3cc(C)c(C)cc32)cc1,-3%[9.22 µM],14%,·,-10%,·,·,-1.4%
O=C(Nc1nonc1NC(=O)C1CCCCC1)C1CCCCC1,-4%,9%,3%,-17%[46.1 µM],20%[38.3 µM],9%,-1.1%
Cc1cc(C)n(-c2ccc(C(=O)N3CCC(CO)(Cc4ccccc4)CC3)cc2)n1,5%[9.22 µM],-1%,4%,21%,-10%,·,1.1%
CN(CCC#N)C(=S)Nc1ccc(S(=O)(=O)N2CCOCC2)cc1,2%,-5%,-1%,10%,0%,2%[46 µM],1.1%
O=C(CN1CCCC1)Nc1ccccc1C(=O)c1ccccc1,-4%[9.22 µM],6%,·,-17%,·,·,-0.3%
COc1ccc(/C=C/C(=O)NCc2ccccn2)cc1,-9%,-9%,-1%,8%,1%,5%,-0.9%
COCCNC(=O)c1onc(CCl)c1C(=O)OC,?,-5%,-3%,0%[46.1 µM],0%[38.3 µM],-7%,4.2%
Cc1ccc(S(=O)(=O)c2cc3ccccc3oc2=Nc2ccc3c(c2)OCO3)cc1,13%,1%,-3%,-18%[46.1 µM],-4%[38.3 µM],?,-0.4%
O=C(O)c1cc(N=Nc2ccc([N+](=O)[O-])cc2)ccc1O,·,3%[21.7 µM],-3%[7.66 µM],·,-3%&5%,·,·
O=C(N/N=C/C=C/c1ccccc1[N+](=O)[O-])c1cc(-c2cccnc2)nc2ccccc12,-13%,-2%,-1%,-3%,9%,?,-1.1%
CNC(=O)C12CCC(C)(c3nc4cc(C)c(C)cc4nc31)C2(C)C (stereo not drawn),16%,4%,-3%,-17%[46.1 µM],10%[38.3 µM],13%,0.0%
COc1ccc(OC)c(-n2c(=S)[nH]c3cc(C(=O)NCCCN4CCCC4=O)ccc3c2=O)c1,?,2%,-1%,-11%[46.1 µM],-1%[38.3 µM],9%,-0.9%
O=C(c1ccc(=O)n(Cc2ccc(Cl)c(Cl)c2)c1)N1CCOCC1,-9%,6%,1%,-6%[46.1 µM],-4%[38.3 µM],-8%,-3.0%
O=C(O)c1cnc(-c2ccccc2)nc1Sc1ccc(Cl)cc1,15%,1%,-2%,1%[46.1 µM],-8%[38.3 µM],5%,-1.4%
CCC1=C(OC(=O)N(CC)CC)N2C(=O)OC(=NCCc3c[nH]c4ccccc34)[C@]2(Cc2ccccc2)[C@H]2C1=CC[C@H]1C(=O)NC(=O)[C@H]12,-28%[9.22 µM],?,1%,?,12%,·,4.6%&-3.1%
Cc1cc(C(=O)N/N=C/c2ccc3c(c2)OCO3)c(C)o1,-5%[9.22 µM],-7%,13µM*,8%,9%,6%[46 µM],1.7%
O=C(c1cccc2ccccc12)N1CCN(c2ccc([N+](=O)[O-])c(NCc3ccco3)c2)CC1,14%,-22%,5%,-11%,-4%,?,0.0%
CC(=O)NC1(c2ccccc2)CCN(C(=O)N2CCOCC2)CC1,7%[9.22 µM],3%,4%,-3%[46.1 µM],-4%[38.3 µM],0%,-1.6%
CCc1cc2c(nc1CC)CCN(CC/C(C)=N/OC[C@H]1O[C@H](c3ccccc3)C=C[C@@H]1Oc1ccc(OC)cc1)C2,?,6%[13.1 µM],-5%,-21%,25%,?,0.0%[10.1 µM]
CCCCCC(=O)Nc1cccc(C2=NOC3(C2)C[C@@H](C(N)=O)N(C(=O)c2ccc(Cl)cc2)C3)c1 (stereo partly drawn),-33%[9.22 µM],6%,·,-8%,·,·,6.7%
O=C(NCCCn1ccnc1)c1ccc(Cl)c(S(=O)(=O)N2CCOCC2)c1,-6%,9%,2%,10%[46.1 µM],-1%[38.3 µM],2%,2.5%
CCCCN(CCCC)S(=O)(=O)c1ccc(C(=O)Nc2nnc(COC)o2)cc1,11µM*,-4%,-1%,-2%[46.1 µM],-3%[38.3 µM],?,0.0%
CCOc1ccccc1N(CC(=O)N1CCOCC1)S(=O)(=O)c1ccccc1,8%,5%,3%,-13%[46.1 µM],24%[38.3 µM],9%,0.0%
CCNc1nc(N2CCCCC2)nc(-n2nnc(C(=O)OCC)c2C)n1,1%,16%,-2%,-16%[46.1 µM],20%[38.3 µM],-3%,1.8%
Cn1ncc2c1ncn1nc(CCc3ccccc3)nc21,11%,7%,-13%,2%[46.1 µM],?,1%,-2.8%
COc1cc(CCC(=O)Nc2cc(Cl)ccc2N2CCN(C)CC2)cc(OC)c1OC,14%,0%,-4%,-7%[46.1 µM],30%[38.3 µM],-10%,-7.9%
COc1cc(C(=O)Nc2nncs2)cc(OC)c1OC,-4%,2%,-5%,-10%[46.1 µM],4%[38.3 µM],8%,-1.6%
Cc1oc(C)c2c(=O)ccc3c(c12)OC(N)=C(C#N)C3c1ccccc1 (stereo not drawn),31%,-4%,3%,-23%[46.1 µM],5%[38.3 µM],-8%,3.5%
Cc1csc(NC(=O)C2CCCN(S(=O)(=O)c3ccc(Br)s3)C2)n1 (stereo not drawn),?,2%,-2%,-13%[46.1 µM],0%[38.3 µM],?,1.7%
COc1ccc(C(=O)NC2CCCCCC2)cc1S(=O)(=O)N1CCCC1,6%,14%,-3%,-17%,0%,-24%[46 µM],3.9%
CCOC(=O)c1c(C)nc2c(C#N)cnn2c1C,16%,5%,1%,-2%[46.1 µM],25%[38.3 µM],3%,-1.1%
Cc1ccc(S(=O)(=O)N(CC#N)CC#N)cc1,-5%[9.22 µM],5%,-1%,-5%,-1%,-3%[46 µM],-1.3%
COc1ccc(C=O)cc1CSc1ccccn1,10%[9.22 µM],5%,·,?,·,·,2.4%
COCCCNc1ncnc2nc[nH]c12,-5%,16%,-1%,-9%[46.1 µM],23%[38.3 µM],-12%,0.0%
CCc1ccc(NC(=O)C2CCCCC2C(=O)O)cc1 (stereo not drawn),13%,1%,5%,-1%[46.1 µM],-2%,-1%,0.0%
COc1ccc(/C=C/C(=O)c2cc3cccc(OC)c3oc2=O)cc1,29%,-5%,-3%,-9%,?,?,?
Cc1nn(C)cc1C(N)=O,19%,-7%,-3%,3%[46.1 µM],-10%[38.3 µM],4%,0.0%
CCOc1ccc(CN2C(=O)CCC2(C)C(=O)NCc2cccnc2)cc1 (stereo not drawn),0%,2%,-3%,4%[46.1 µM],30%[38.3 µM],1%,-0.8%
COc1ccc(NCC(=O)Nc2ccc(C#N)cc2)cc1Cl,17%[9.22 µM],-4%,7%,-9%[46.1 µM],5%[38.3 µM],0%,-3.0%
COc1ccc(S(=O)(=O)N2CCc3ccccc32)cc1C(=O)OCc1c(C)noc1C,-21%,10%,-2%,?,17%[38.3 µM],?,-1.8%
CC/C=C\C/C=C\C/C=C\C/C=C\C/C=C\C/C=C\CCC(=O)NCCO,·,12%,0%,·,14%,·,-1.1%
Cc1ccc(Nc2nc(N)nc(CCl)n2)cc1,1%[9.22 µM],-6%,·,-28%,·,·,2.1%
O=C(c1cccnc1)N1CCN(C(=O)c2ccccc2F)CC1,-9%,9%,10%,-23%[46.1 µM],5%[38.3 µM],-5%,15%
CCCCCCCCCCCCCC(=O)O[C@H](CC(=O)O)C[N+](C)(C)C,·,2%[21.7 µM],3%,·,32%[activator],·,-1.1%
CCC(CC)NC(=O)c1ccc2c(c1)OCCO2,-10%,5%,16%,-16%[46.1 µM],4%[38.3 µM],-6%,3.7%
O=C(Oc1cccc(-n2cnnn2)c1)c1ccccc1Cl,1%[9.22 µM],8%,-1%,-18%,1%,12%[46 µM],-1.1%
Cc1ccc(CCNC(=O)C2CCN(C(=O)c3sccc3-n3cccc3)CC2)cc1,10%,-7%,-4%,-26%[46.1 µM],25%[38.3 µM],-3%,-1.0%

# High-throughput results: PubChem BioAssay, National Center for Advancing Translational Sciences (NCATS)

# Not all compounds are listed (hit frequency here may not be typical).
